Screens as filed in PubChem BioAssay.
S1P2 antag – S1P2 (human) receptor antagonism; O95136; cell-based S1P2 antagonist assay, inhibition at 5 uM; inhibition, % at 5 µM; 97,000 compounds, 0.21% hits; in the data active = inhibition above about 45%;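 also: CRE beta-lactamase reporter cells expressing human S1P2 stimulated with S1P; 0% = agonist at EC80 alone and 100% = agonist plus reference antagonist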
Target sequence (O95136 whole entry, looked up): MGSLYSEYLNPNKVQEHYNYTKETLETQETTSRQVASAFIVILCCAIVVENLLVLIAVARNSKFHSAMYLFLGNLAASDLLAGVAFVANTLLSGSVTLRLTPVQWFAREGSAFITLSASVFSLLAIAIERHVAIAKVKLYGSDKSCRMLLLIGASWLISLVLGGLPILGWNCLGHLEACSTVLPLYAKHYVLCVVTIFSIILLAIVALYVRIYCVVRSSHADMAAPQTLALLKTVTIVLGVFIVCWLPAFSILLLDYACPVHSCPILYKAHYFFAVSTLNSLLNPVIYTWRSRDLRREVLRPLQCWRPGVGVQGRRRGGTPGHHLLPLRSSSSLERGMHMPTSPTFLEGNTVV
S1P2 ag – agonists of human S1P2 receptor | O95136 | S1P2-expressing cell line, agonist reporter read-out | activation, % at 4.5 µM | 97,000 compounds, 0.46% hits | AID 729; in the data active = activation above about 16%;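 also: 0% = vehicle low control and 100% = maximal reference agonist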
FAK inh – inhibitors of human focal adhesion kinase. Q05397. biochemical FAK kinase activity assay. inhibition, %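 (tested at 7 µM)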. 97,000 compounds, 0.84% hits. AID 727; in the data active = inhibition above about 19%;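 also: 0% = DMSO and 100% = reference compound high control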
Rev-RRE block – HIV Rev-RRE protein-RNA interaction inhibition. P05866. Rev peptide-RRE RNA binding, FRET. inhibition, % at 8 µM. 97,000 compounds, 0.79% hits;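 active = inhibition above the screen-wide mean plus 3 SD, cut at about 35% in these data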;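 also: 0% = median DMSO wells and 100% = median Neomycin B control wells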
Target sequence (P05866 whole entry, looked up): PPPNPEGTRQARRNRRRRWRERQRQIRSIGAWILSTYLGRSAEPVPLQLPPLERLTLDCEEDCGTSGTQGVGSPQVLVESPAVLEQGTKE
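Probe or stimulus: fluorescein-Rev peptide as binding partner; assay system: Cy5-tagged RRE RNA duplex with fluorescein-tagged Rev peptide; timing: 5 min compound–RNA preincubation, then 15 min with peptide, 25 °C; medium: HEPES pH 7.5 buffer with KCl, MgCl2, NaCl and EDTA; signal: fluorescein-to-Cy5 FRET, 480 nm excitation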
PLK1 kinase inh – blocks human PLK1 kinase activity; P53350; recombinant PLK1 kinase, TR-FRET peptide phosphorylation; inhibition, % at 10 µM; 97,000 compounds, 0.53% hits; AID 619;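 active = inhibition of 50% or more in the single-concentration screen; inactive = inhibition below 50%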;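 also: 0% = DMSO max control and 100% = H-89 dihydrochloride min control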
PLAP activator – human PLAP activation; purified PLAP enzyme, luminescent substrate read-out; active compounds read high; 96,000 compounds, 1.2% hits; activation fold at 20 µM; AID 696; in the data active = activation fold above about 2
Target sequence (P05187 whole entry, looked up): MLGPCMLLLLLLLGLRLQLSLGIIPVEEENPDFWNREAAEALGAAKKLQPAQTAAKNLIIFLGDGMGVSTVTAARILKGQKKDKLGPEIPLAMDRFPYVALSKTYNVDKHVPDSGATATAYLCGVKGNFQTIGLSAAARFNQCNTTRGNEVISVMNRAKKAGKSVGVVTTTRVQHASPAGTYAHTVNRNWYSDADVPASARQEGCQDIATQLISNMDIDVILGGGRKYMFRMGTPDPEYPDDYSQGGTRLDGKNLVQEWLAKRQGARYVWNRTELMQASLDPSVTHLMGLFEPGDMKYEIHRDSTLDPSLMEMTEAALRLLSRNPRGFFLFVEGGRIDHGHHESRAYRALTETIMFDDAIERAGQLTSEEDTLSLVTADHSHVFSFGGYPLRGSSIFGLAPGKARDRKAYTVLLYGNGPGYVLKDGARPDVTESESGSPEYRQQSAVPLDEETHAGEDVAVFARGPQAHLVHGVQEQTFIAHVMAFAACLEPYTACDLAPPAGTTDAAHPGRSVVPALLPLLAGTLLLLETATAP
MT1-MMP txn act – MT1-MMP promoter transcription activation | HT1080 MT1-MMP promoter luciferase reporter, luminescence, overnight; active compounds read high | activation factor at 10 µM | 86,000 compounds, 0.16% hits;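 active = activation factor of at least 2 for MT1-MMP transcription at 10 µM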
EphB4 ephrin blk – EphB4-ephrin-B2 interaction antagonism; 97,000 compounds, 0.15% hits; EphB4 LBD / TNYL-RAW-Alexa532 peptide, fluorescence polarization; inhibition, % at 7 µM; AID 720; P54760;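 active = inhibition above the screen-wide mean inhibition plus 3 SD, cut at about 15% in these data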;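 also: 0% = DMSO wells and 100% = excess unlabeled TNYL-RAW peptide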
PLK1 PBD inh – blocks phosphopeptide binding to human Plk1 polo box domain; P53350; Plk1 PBD phosphopeptide binding, fluorescence polarization; inhibition, %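 (tested at about 20 µM)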; 97,000 compounds, 0.13% hits; in the data active = inhibition above about 34%, passing the limit was not always enough
The depositor's hits bear a star.

For CSC1=NCCN1C(=O)C(C)(C)Oc1ccc(Cl)cc1 the results were S1P2 antag -4, S1P2 ag -2, FAK inh 3, Rev-RRE block 8, PLK1 kinase inh -10, MT1-MMP txn act 1.1, EphB4 ephrin blk 12 and PLK1 PBD inh -11.
Screening COc1ccc(C)cc1S(=O)(=O)Nc1cccc(SC)c1 returned S1P2 antag -5, S1P2 ag -2, FAK inh -8, Rev-RRE block 0, PLK1 kinase inh -6, PLAP activator 0.8, MT1-MMP txn act 1, EphB4 ephrin blk 1 and PLK1 PBD inh 11.
Screening O=S(=O)(/N=C(/Nc1cc(N2CCOCC2)ncn1)c1ccc(F)cc1)c1ccccc1 returned S1P2 antag -18, S1P2 ag -2, FAK inh 1, Rev-RRE block 0, PLK1 kinase inh -7, PLAP activator 2.1*, MT1-MMP txn act 1, EphB4 ephrin blk -4 and PLK1 PBD inh 2.
Screening CC1CN(C(=O)CCn2c(=O)oc3ccccc32)CC(C)O1 (stereo unspecified) returned S1P2 antag 17, S1P2 ag -5, FAK inh 6, Rev-RRE block 8, PLK1 kinase inh -7, PLAP activator 1, MT1-MMP txn act 1.3, EphB4 ephrin blk 9 and PLK1 PBD inh 29.
COCCn1cc(C(=O)NCc2cccs2)c2c3ccccc3n(C)c2c1=O was read as S1P2 antag -5, S1P2 ag -3, FAK inh -1, Rev-RRE block 3, PLK1 kinase inh -13, PLAP activator 1.1, MT1-MMP txn act 1.2, EphB4 ephrin blk -9 and PLK1 PBD inh -6.
CC(=O)OCCN1C(=O)c2cccnc2C1=O was read as S1P2 antag -4, S1P2 ag -3, FAK inh 0, Rev-RRE block 9, PLK1 kinase inh -2, PLAP activator 1.1, MT1-MMP txn act 1.1, EphB4 ephrin blk 6 and PLK1 PBD inh 0.
`Cc1cc(N(C)Cc2ccccc2)nc(-c2ccccc2)n1` gave S1P2 antag -15, S1P2 ag -5, FAK inh 5, Rev-RRE block 16, PLK1 kinase inh -2, PLAP activator 0.8, EphB4 ephrin blk -4 and PLK1 PBD inh -2.
For COc1ccccc1-c1noc(CCC(=O)Nc2cccc(C)c2)n1 the results were S1P2 antag -9, S1P2 ag -9, FAK inh 3, Rev-RRE block 8, PLK1 kinase inh 5, PLAP activator 0.8, MT1-MMP txn act 1.2, EphB4 ephrin blk -6 and PLK1 PBD inh -23.
Cc1ccc2c(c1)cc(CN(Cc1ccc3c(c1)OCO3)C(=O)c1ccccc1)c1nnnn12 was read as S1P2 antag 0, S1P2 ag -1, FAK inh 4, Rev-RRE block 8, PLK1 kinase inh -8, PLAP activator 1.1, MT1-MMP txn act 1.1, EphB4 ephrin blk 7 and PLK1 PBD inh -10.
Screening O=C(NC1=NCCS1)C12CC3CC(C1)CC(C(=O)NC1=NCCS1)(C3)C2 returned S1P2 antag 17, S1P2 ag -5, FAK inh 1, Rev-RRE block -5, PLK1 kinase inh -3, PLAP activator 0.8, MT1-MMP txn act 1, EphB4 ephrin blk 2 and PLK1 PBD inh -2.
CC(C)NC(=O)c1cc(-c2ccco2)nn1-c1ccc(Cl)cc1 was read as S1P2 antag -10, S1P2 ag -8, FAK inh 19, Rev-RRE block 2, PLK1 kinase inh -5, PLAP activator 1.1, EphB4 ephrin blk -3 and PLK1 PBD inh 4.
For O=C(NNC(=O)c1ccncc1)c1ccncc1 the results were S1P2 antag -6, S1P2 ag -4, FAK inh 1, Rev-RRE block 7, PLK1 kinase inh 5, PLAP activator 1, MT1-MMP txn act 1.1, EphB4 ephrin blk 8 and PLK1 PBD inh -7.
CCc1nc(SCC(=O)N2c3ccccc3CC2C)c2c(C)c(C)sc2n1 (stereo unspecified) was read as S1P2 antag -22, S1P2 ag 0, FAK inh 0, Rev-RRE block 0, PLK1 kinase inh -11, PLAP activator 1.4, EphB4 ephrin blk -9 and PLK1 PBD inh -10.
Screening Cc1ccc(-c2noc(CSc3ccccc3)n2)cc1 returned S1P2 antag -1, S1P2 ag -5, FAK inh 1, Rev-RRE block 12, PLK1 kinase inh -6, PLAP activator 1, MT1-MMP txn act 1, EphB4 ephrin blk -3 and PLK1 PBD inh -27.
`CCOCC(=O)Nc1nc(-c2ccccc2)c(CC)s1` gave S1P2 antag -2, S1P2 ag -1, FAK inh -1, Rev-RRE block 8, PLK1 kinase inh -4, PLAP activator 0.9, MT1-MMP txn act 1.2, EphB4 ephrin blk 1 and PLK1 PBD inh -3.
`CC(C)CCNC(=O)CCNS(=O)(=O)c1ccc(Cl)cc1` gave S1P2 antag 10, S1P2 ag 0, FAK inh -2, Rev-RRE block 1, PLK1 kinase inh -9, MT1-MMP txn act 1.1, EphB4 ephrin blk -1 and PLK1 PBD inh -24.
O=C(OC(C(=O)NCC1CCCO1)c1ccc(F)cc1)c1cccs1 (stereo unspecified) was read as S1P2 antag 15, S1P2 ag -6, FAK inh 1, Rev-RRE block -1, PLK1 kinase inh -6, EphB4 ephrin blk 3 and PLK1 PBD inh -12.
For CCCCCc1nc2c(=O)[nH]c3ccccc3c2o1 the results were S1P2 antag 12, S1P2 ag -5, FAK inh 5, Rev-RRE block 4, PLK1 kinase inh -2, PLAP activator 0.9, MT1-MMP txn act 1.5, EphB4 ephrin blk -2 and PLK1 PBD inh -7.
Screening COC(=O)c1ccccc1NC(=O)CSc1nnc(C(CO)NC(=O)c2ccccc2Cl)n1C (stereo unspecified) returned S1P2 antag -8, S1P2 ag -3, FAK inh 0, Rev-RRE block 1, PLK1 kinase inh -7, PLAP activator 1, MT1-MMP txn act 0.9, EphB4 ephrin blk -4 and PLK1 PBD inh -3.
CC(C)COC(=O)C1[C@H]2C(=O)N(Cc3cccs3)C[C@]23C=C[C@H]1O3 (stereo partly specified) was read as S1P2 antag 23, S1P2 ag -2, FAK inh 0, Rev-RRE block 1, PLK1 kinase inh -4, PLAP activator 1.4, MT1-MMP txn act 1.1, EphB4 ephrin blk 4 and PLK1 PBD inh -1.
For CCOC(=O)c1c(CN2CCOCC2)n(-c2ccccc2)c2ccc(O)cc12 the results were S1P2 antag 4, S1P2 ag -4, FAK inh -8, Rev-RRE block 11, PLK1 kinase inh 8, PLAP activator 1.2, MT1-MMP txn act 1, EphB4 ephrin blk -2 and PLK1 PBD inh -10.
Screening CC1(C)CC(=O)C=C(Nc2ccc(Br)cn2)C1 returned S1P2 antag -8, S1P2 ag -2, FAK inh 0, Rev-RRE block 1, PLK1 kinase inh -13, PLAP activator 1, MT1-MMP txn act 1.2, EphB4 ephrin blk -6 and PLK1 PBD inh 4.
For CCCc1nnc(NC(=O)CCC(=O)Nc2ccc(F)cc2)s1 the results were S1P2 antag -16, S1P2 ag 0, FAK inh -3, Rev-RRE block 3, PLK1 kinase inh -14, PLAP activator 1, MT1-MMP txn act 1.2, EphB4 ephrin blk 4 and PLK1 PBD inh -14.
Screening CCOc1ccc(-c2noc(CCCC(N)=O)n2)cc1OC returned S1P2 antag -7, S1P2 ag -3, FAK inh 1, Rev-RRE block 2, PLK1 kinase inh -7, PLAP activator 0.8, MT1-MMP txn act 1.1, EphB4 ephrin blk -4 and PLK1 PBD inh 34.
`O=C(Nc1cccnc1)c1ccc(CN2CCc3ccccc3C2)cc1` gave S1P2 antag -15, S1P2 ag -2, FAK inh 1, Rev-RRE block 0, PLK1 kinase inh -1, PLAP activator 1.2, MT1-MMP txn act 1.1, EphB4 ephrin blk -9 and PLK1 PBD inh -4.
`NCc1cccc(-n2cccn2)c1` gave S1P2 antag -7, S1P2 ag -8, FAK inh -1, Rev-RRE block 7, PLK1 kinase inh -10, PLAP activator 1.1, MT1-MMP txn act 1.1, EphB4 ephrin blk 3 and PLK1 PBD inh 21.
Screening O=C(c1cccnc1)N1CCN(S(=O)(=O)c2ccc(S(=O)(=O)N3CCCC3)cc2)CC1 returned S1P2 antag -18, S1P2 ag -5, FAK inh 0, Rev-RRE block 4, PLK1 kinase inh -4, PLAP activator 0.9, MT1-MMP txn act 1.2, EphB4 ephrin blk 0 and PLK1 PBD inh -16.
Screening COc1ccc(-c2noc(CCCC(=O)NCCc3ccccc3)n2)cc1OC returned S1P2 antag -13, S1P2 ag -3, FAK inh -4, Rev-RRE block 12, PLK1 kinase inh -12, PLAP activator 1.3, MT1-MMP txn act 1, EphB4 ephrin blk 1 and PLK1 PBD inh 0.
For Cc1cc(C(C)(C)C)oc1C(=O)N(CC(=O)NC1CCCC1)Cc1ccccc1 the results were S1P2 antag 1, S1P2 ag -4, FAK inh -2, Rev-RRE block -4, PLK1 kinase inh 1, PLAP activator 1, EphB4 ephrin blk -5 and PLK1 PBD inh 3.
COC(=O)CN(c1nc(C)c(Br)c(OC)n1)S(=O)(=O)c1ccc(C)cc1 was read as S1P2 antag 5, S1P2 ag -5, FAK inh 3, Rev-RRE block 10, PLK1 kinase inh 0, PLAP activator 1.1, MT1-MMP txn act 1.2, EphB4 ephrin blk 0 and PLK1 PBD inh -14.
For COCCCNC(=O)CN(c1cccc(Cl)c1C)S(C)(=O)=O the results were S1P2 antag 13, S1P2 ag -3, FAK inh 0, Rev-RRE block 3, PLK1 kinase inh -5, MT1-MMP txn act 1.1, EphB4 ephrin blk 1 and PLK1 PBD inh -9.
Screening O=C(CCc1nc(-c2ccccc2)no1)N1CCCC1 returned S1P2 antag 10, S1P2 ag -3, FAK inh -3, Rev-RRE block 3, PLK1 kinase inh -7, PLAP activator 0.9, MT1-MMP txn act 1.7, EphB4 ephrin blk 0 and PLK1 PBD inh 8.
O=C(CSc1ncn[nH]1)NC1CC2CCC1C2 (stereo unspecified) was read as S1P2 antag -9, S1P2 ag -3, FAK inh 1, Rev-RRE block -1, PLK1 kinase inh -7, PLAP activator 0.8, MT1-MMP txn act 1.1, EphB4 ephrin blk -9 and PLK1 PBD inh -33.
For COC(=O)C1C(=O)C2=C(CC1C)NC(=O)CC2c1cccc(C)c1 (stereo unspecified) the results were S1P2 antag 18, S1P2 ag -4, FAK inh 1, Rev-RRE block 6, PLK1 kinase inh -8, PLAP activator 1, MT1-MMP txn act 1, EphB4 ephrin blk 6 and PLK1 PBD inh -26.
`O=c1c2ccc(Cl)cc2nc(-c2cccc(C(F)(F)F)c2)n1O` gave S1P2 antag 20, S1P2 ag -5, FAK inh 0, Rev-RRE block 3, PLK1 kinase inh -15, PLAP activator 1, EphB4 ephrin blk -4 and PLK1 PBD inh 22.

Five structures from above, arranged by length of the SMILES, highest first.
For CCOC(=O)c1c(CN2CCOCC2)n(-c2ccccc2)c2ccc(O)cc12 the results were S1P2 antag 4, S1P2 ag -4, FAK inh -8, Rev-RRE block 11, PLK1 kinase inh 8, PLAP activator 1.2, MT1-MMP txn act 1, EphB4 ephrin blk -2 and PLK1 PBD inh -10.
`O=c1c2ccc(Cl)cc2nc(-c2cccc(C(F)(F)F)c2)n1O` gave S1P2 antag 20, S1P2 ag -5, FAK inh 0, Rev-RRE block 3, PLK1 kinase inh -15, PLAP activator 1, EphB4 ephrin blk -4 and PLK1 PBD inh 22.
For COCCCNC(=O)CN(c1cccc(Cl)c1C)S(C)(=O)=O the results were S1P2 antag 13, S1P2 ag -3, FAK inh 0, Rev-RRE block 3, PLK1 kinase inh -5, MT1-MMP txn act 1.1, EphB4 ephrin blk 1 and PLK1 PBD inh -9.
Screening CC1(C)CC(=O)C=C(Nc2ccc(Br)cn2)C1 returned S1P2 antag -8, S1P2 ag -2, FAK inh 0, Rev-RRE block 1, PLK1 kinase inh -13, PLAP activator 1, MT1-MMP txn act 1.2, EphB4 ephrin blk -6 and PLK1 PBD inh 4.
`NCc1cccc(-n2cccn2)c1` gave S1P2 antag -7, S1P2 ag -8, FAK inh -1, Rev-RRE block 7, PLK1 kinase inh -10, PLAP activator 1.1, MT1-MMP txn act 1.1, EphB4 ephrin blk 3 and PLK1 PBD inh 21.

Random draw from the library, and some 3.9% of all compounds hit somewhere here.
